Screens as filed in PubChem.
Cdc42 wt GTP: human Cdc42 wildtype GTP binding change, either direction; P60953; GST-Cdc42 beads, Bodipy-GTP binding, flow cytometry; actives lie on both sides; percent activity (GTP binding), % at 10 µM; actives 0.2% (n = 190,000); AID 761;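 active = percent activity GTP binding at least 20 points away from the 100% baseline, either down as inhibitor or up as activator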;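 also: median bead fluorescence of bound Bodipy-FL-GTP at 100 nM; 0% = excess unlabeled GTP control and 100% = no compound control; below 100% means less GTP binding so inhibitor and above means activator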
Target sequence (P60953 whole entry, looked up): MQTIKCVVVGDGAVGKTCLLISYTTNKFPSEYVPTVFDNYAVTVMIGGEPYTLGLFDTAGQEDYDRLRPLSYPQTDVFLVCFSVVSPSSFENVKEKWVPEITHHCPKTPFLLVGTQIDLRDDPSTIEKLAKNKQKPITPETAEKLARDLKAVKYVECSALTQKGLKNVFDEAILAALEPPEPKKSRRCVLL
Rac1 act GTP bind: alters GTP binding to activated mutant human Rac1. percent activity (GTP binding), % at 10 µM. P63000. AID 764. GST-Rac1 activated beads, fluorescent GTP binding, flow cytometry; actives lie on both sides; 100% means binding = to untreated wells. actives 0.11% (n = 190,000);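 active = GTP binding at least 20 percentage points away from the 100% baseline, in either direction, so actives lie on both sides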
ABCB1 block: blocks JC-1 efflux by human ABCB1 transporter; P08183; CCRF-Adr cells, flow cytometry; inhibition, % at 6.6 µM; actives 0.067% (n = 190,000); in the data active = inhibition above about 40%;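 also: 0% = vehicle and 100% = reference inhibitor; higher value means more JC-1 retained so stronger ABCB1 efflux block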
Rab2 wt GTP: changes GTP binding to wildtype dog Rab2A, up or down; P61105; GST-Rab2 wt beads, Bodipy-GTP binding, flow cytometry; GTP binding activity, % at 10 µM; actives 0.19% (n = 190,000);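 active = GTP binding activity at least 20 points away from 100%, either lowered or raised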;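 also: 0% = beads with excess unlabeled GTP and 100% = no-compound control corrected for plate trend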
ABCG2 inh: inhibitors of human ABCG2 transporter, ABCB1 counter-screen; actives 0.1% (n = 190,000); inhibition, % at 6.6 µM; IgMXP3 cells, JC-1 efflux, flow cytometry; Q9UNQ0;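 active = inhibition above 80%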;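 also: 0% = DMSO and 100% = nicardipine control wells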
Target sequence (Q9UNQ0 whole entry, looked up): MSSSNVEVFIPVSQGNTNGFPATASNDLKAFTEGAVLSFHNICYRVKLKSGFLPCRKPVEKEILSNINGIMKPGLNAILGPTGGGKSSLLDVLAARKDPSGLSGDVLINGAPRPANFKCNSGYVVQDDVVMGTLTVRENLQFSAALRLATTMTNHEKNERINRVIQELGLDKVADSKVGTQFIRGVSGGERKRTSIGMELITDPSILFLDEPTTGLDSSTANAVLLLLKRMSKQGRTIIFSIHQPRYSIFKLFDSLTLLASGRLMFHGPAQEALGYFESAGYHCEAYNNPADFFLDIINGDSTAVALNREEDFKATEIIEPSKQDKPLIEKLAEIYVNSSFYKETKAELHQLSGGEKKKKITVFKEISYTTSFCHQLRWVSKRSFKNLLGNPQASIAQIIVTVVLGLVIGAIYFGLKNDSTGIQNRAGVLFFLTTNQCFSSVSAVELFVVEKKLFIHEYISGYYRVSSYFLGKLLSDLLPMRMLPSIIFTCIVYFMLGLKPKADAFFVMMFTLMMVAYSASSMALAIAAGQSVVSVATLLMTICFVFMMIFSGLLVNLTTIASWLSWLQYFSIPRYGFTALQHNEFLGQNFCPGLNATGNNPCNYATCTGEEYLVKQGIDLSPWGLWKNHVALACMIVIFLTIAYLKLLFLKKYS
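test system = two drug-resistant human cell lines, ABCG2 and ABCB1 | amount = 3 million cells/mL final, two lines in 1:1 ratio | reagent = JC-1 transporter substrate | doses = one concentration, 6.6 µM final | incubation = 10 min at 25 °C | signal = flow cytometric JC-1 green MFI at 530 nm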
Rac1 wt GTP bind: modulators of human Rac1 wildtype GTP binding | actives 0.27% (n = 190,000) | GST-Rac1 beads, fluorescent GTP binding, flow cytometry; actives lie on both sides; 0 = cold GTP competed, 100 = untreated | GTP binding activity (% of control), % at 10 µM | AID 757;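 active = GTP binding activity at least 20 points away from the 100% control level, either lower or higher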
GSH fluor: GSH bead compound fluorescence profile. GSH beads flow cytometry, compound fluorescence 488/530 nm; active compounds read high. fluorescence (KMESF) at 10 µM. actives 0.25% (n = 190,000). AID 1776; in the data active = fluorescence above about 89;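 also: glutathione beads carrying GST-tagged Bcl family fusion proteins plus one bare bead set; values are compound well signal with DMSO vehicle wells as background; inactives centre near 16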
HRas wt GTP: changes GTP binding to wildtype human HRas | P01112 | GST-Ras wt beads, Bodipy-FL-GTP binding, flow cytometry; actives lie on both sides | GTP binding activity, % at 10 µM | actives 0.14% (n = 190,000);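 active = GTP binding activity at least 20% away from the 100% baseline, either lowered as inhibitor or raised as activator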;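 also: 0% = unlabeled GTP competition control and 100% = no-compound control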
Target sequence (P01112 whole entry, looked up): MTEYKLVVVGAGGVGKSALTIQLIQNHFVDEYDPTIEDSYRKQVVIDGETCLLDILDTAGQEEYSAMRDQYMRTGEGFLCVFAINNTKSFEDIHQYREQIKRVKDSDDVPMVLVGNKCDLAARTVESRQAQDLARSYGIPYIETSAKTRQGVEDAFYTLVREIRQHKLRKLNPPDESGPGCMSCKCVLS
Avidin bead fluor: avidin bead compound fluorescence profile | actives 0.38% (n = 220,000) | fluorescence (KMESF) at 10 µM | AID 1775 | Avidin beads, compound fluorescence 488/530 nm, flow cytometry; active compounds read high; in the data active = fluorescence above about 47; also: inactives centre near 10
Pf gametocyte: kills late stage P. falciparum gametocytes; P. falciparum stage V gametocytes, ATP luminescence, 24 h; AID 743093; inhibition, % at 10.9 µM; actives 0.065% (n = 150,000);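 active = inhibition above the mean plus 3 SD of compounds within the control limits, set per campaign, cut at about 38% in these data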;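 also: 0% = DMSO wells and 100% = medium only without gametocytes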
Rab7 wt GTP bind: alters GTP binding to wildtype dog Rab7; GST-Rab7 beads, fluorescent GTP binding, flow cytometry; actives lie on both sides; untreated = 100%, excess cold GTP = 0%; GTP binding activity (percent of control), % at 10 µM; actives 0.055% (n = 190,000); AID 758;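 active = fluorescent GTP binding to Rab7 beads changed by at least 20 points from the 100% baseline, either direction, mostly lower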;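 also: median green fluorescence of bound Bodipy-FL-GTP per Rab7 bead population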
An asterisk follows results filed as active.

Results for COc1ccccc1N1CC(C(=O)Nc2cccc(C(=O)O)c2)CC1=O (stereo not drawn) ?
Cdc42 wt GTP: 98; Rac1 act GTP bind: 97; ABCB1 block: -0.2; Rab2 wt GTP: 99; ABCG2 inh: 0; Rac1 wt GTP bind: 96; GSH fluor: 28; HRas wt GTP: 97; Avidin bead fluor: 6; Rab7 wt GTP bind: 97

How did CCN(CC)S(=O)(=O)c1cccc(NC(=O)COC(=O)c2ccc(Br)o2)c1 do in these assays?
Cdc42 wt GTP: 95; Rac1 act GTP bind: 94; ABCB1 block: 0.6; Rab2 wt GTP: 97; ABCG2 inh: 2; Rac1 wt GTP bind: 97; GSH fluor: 255*; HRas wt GTP: 97; Avidin bead fluor: 4; Rab7 wt GTP bind: 94

What do the screens show for `CCOc1ccc(N2C(=O)C3C(c4ccc(O)cc4)NC(CCSC)(C(=O)OC)C3C2=O)cc1` (stereo not drawn)?
Cdc42 wt GTP: 96; Rac1 act GTP bind: 95; ABCB1 block: 0.1; Rab2 wt GTP: 95; ABCG2 inh: 1; Rac1 wt GTP bind: 97; GSH fluor: 12; HRas wt GTP: 94; Avidin bead fluor: 21; Pf gametocyte: 6; Rab7 wt GTP bind: 97

How did O=C(C1CCCO1)N1N=C(c2ccc(Br)cc2)CC1c1ccco1 (stereo not drawn) do in these assays?
Cdc42 wt GTP: 101; Rac1 act GTP bind: 98; ABCB1 block: 0.7; Rab2 wt GTP: 96; ABCG2 inh: 35; Rac1 wt GTP bind: 101; GSH fluor: 11; HRas wt GTP: 98; Avidin bead fluor: 13; Pf gametocyte: -10; Rab7 wt GTP bind: 99

What do the screens show for `O=C(O)C1C2C=CC(C2)C1C(=O)NCCC1=CCCCC1` (stereo not drawn)?
Cdc42 wt GTP: 103; Rac1 act GTP bind: 98; ABCB1 block: 0.6; Rab2 wt GTP: 101; ABCG2 inh: 0; Rac1 wt GTP bind: 103; GSH fluor: 28; HRas wt GTP: 98; Avidin bead fluor: 35; Rab7 wt GTP bind: 100

How did O=C(NC(Cc1c[nH]c2ccccc12)C(=O)N/N=C/c1ccc(Br)cc1)c1cccs1 (stereo not drawn) do in these assays?
Cdc42 wt GTP: 94; Rac1 act GTP bind: 91; ABCB1 block: -0.5; Rab2 wt GTP: 96; ABCG2 inh: 2; Rac1 wt GTP bind: 93; GSH fluor: 7; HRas wt GTP: 94; Avidin bead fluor: 8; Pf gametocyte: 1; Rab7 wt GTP bind: 102

How did Cc1nn(-c2ccc(F)cc2)c(Cl)c1/C=N/NC(=O)c1ccc(O)cc1 do in these assays?
Cdc42 wt GTP: 95; Rac1 act GTP bind: 98; ABCB1 block: 0.8; Rab2 wt GTP: 91; ABCG2 inh: 6; Rac1 wt GTP bind: 101; GSH fluor: 16; HRas wt GTP: 92; Avidin bead fluor: 12; Rab7 wt GTP bind: 95

What do the screens show for `O=C(CCSc1nc(-c2ccco2)cc(C(F)(F)F)n1)N1CCN(c2ccccc2)CC1`?
Cdc42 wt GTP: 101; Rac1 act GTP bind: 99; ABCB1 block: 0.6; Rab2 wt GTP: 100; ABCG2 inh: 5; Rac1 wt GTP bind: 101; GSH fluor: 28; HRas wt GTP: 100; Avidin bead fluor: 12; Pf gametocyte: -25; Rab7 wt GTP bind: 99

How did COc1ccc(Nc2ccccc2N)cc1 do in these assays?
Cdc42 wt GTP: 99; Rac1 act GTP bind: 98; ABCB1 block: -0.3; Rab2 wt GTP: 101; ABCG2 inh: -2; Rac1 wt GTP bind: 102; GSH fluor: 11; HRas wt GTP: 102; Avidin bead fluor: 11; Pf gametocyte: 9; Rab7 wt GTP bind: 105

How did Cc1ccc(O)c(-c2cc(C(=O)Nc3c(C)n(C)n(-c4ccccc4)c3=O)[nH]n2)c1 do in these assays?
Cdc42 wt GTP: 97; Rac1 act GTP bind: 97; ABCB1 block: 0.3; Rab2 wt GTP: 99; ABCG2 inh: 3; Rac1 wt GTP bind: 102; GSH fluor: 25; HRas wt GTP: 98; Avidin bead fluor: 3; Rab7 wt GTP bind: 100

Results for Cc1csc(Sc2nc3c(c(=O)[nH]c(=O)n3C)n2Cc2ccccc2Cl)n1 ?
Cdc42 wt GTP: 108; Rac1 act GTP bind: 103; ABCB1 block: 1.1; Rab2 wt GTP: 107; ABCG2 inh: 5; Rac1 wt GTP bind: 106; GSH fluor: 20; HRas wt GTP: 108; Avidin bead fluor: 10; Pf gametocyte: 3; Rab7 wt GTP bind: 97

How did CC1(c2ccccc2Cl)NC(=O)N(CC(=O)NCc2ccco2)C1=O (stereo not drawn) do in these assays?
Cdc42 wt GTP: 103; Rac1 act GTP bind: 99; ABCB1 block: 2.1; Rab2 wt GTP: 100; ABCG2 inh: 4; Rac1 wt GTP bind: 101; GSH fluor: 10; HRas wt GTP: 99; Avidin bead fluor: 44; Pf gametocyte: 5; Rab7 wt GTP bind: 97

Results for CN(C)S(=O)(=O)N(CC(=O)Nc1ccccc1F)c1ccccc1 ?
Cdc42 wt GTP: 103; Rac1 act GTP bind: 98; ABCB1 block: -0.3; Rab2 wt GTP: 102; ABCG2 inh: 2; Rac1 wt GTP bind: 104; GSH fluor: 23; HRas wt GTP: 104; Avidin bead fluor: 15; Rab7 wt GTP bind: 99

How did C/C(N)=C(/C#N)C(=O)CSc1nc2cc(Cl)ccc2c(=O)n1Cc1ccco1 do in these assays?
Cdc42 wt GTP: 95; Rac1 act GTP bind: 95; ABCB1 block: 0.2; Rab2 wt GTP: 97; ABCG2 inh: 0; Rac1 wt GTP bind: 98; GSH fluor: 11; HRas wt GTP: 101; Avidin bead fluor: 10; Pf gametocyte: 1; Rab7 wt GTP bind: 104

What do the screens show for `CCc1c(C)[nH]c(=S)c(C#N)c1C`?
Cdc42 wt GTP: 102; Rac1 act GTP bind: 98; ABCB1 block: 0.5; Rab2 wt GTP: 98; ABCG2 inh: 11; Rac1 wt GTP bind: 100; GSH fluor: 26; HRas wt GTP: 97; Avidin bead fluor: 14; Rab7 wt GTP bind: 97

How did O=C(NCCCc1ccccc1)c1ccncc1 do in these assays?
Cdc42 wt GTP: 105; Rac1 act GTP bind: 100; ABCB1 block: 0.4; Rab2 wt GTP: 103; ABCG2 inh: 4; Rac1 wt GTP bind: 109; GSH fluor: 17; HRas wt GTP: 103; Avidin bead fluor: 7; Pf gametocyte: -19; Rab7 wt GTP bind: 100

Results for COc1ccccc1-c1nnc2sc(COc3ccc(Cl)cc3)nn12 ?
Cdc42 wt GTP: 102; Rac1 act GTP bind: 99; ABCB1 block: 1.0; Rab2 wt GTP: 103; ABCG2 inh: 5; Rac1 wt GTP bind: 101; GSH fluor: 23; HRas wt GTP: 103; Avidin bead fluor: 14; Pf gametocyte: -2; Rab7 wt GTP bind: 99

How did Cc1c2cnn(-c3ccccc3)c(=O)c2c(C)n1CCCC(=O)N1CCN(c2ncccn2)CC1 do in these assays?
Cdc42 wt GTP: 104; Rac1 act GTP bind: 100; ABCB1 block: 1.0; Rab2 wt GTP: 100; ABCG2 inh: 3; Rac1 wt GTP bind: 103; GSH fluor: 29; HRas wt GTP: 102; Avidin bead fluor: 34; Rab7 wt GTP bind: 104

Results for Cc1nc(S(=O)(=O)Cc2ccc(Cl)cc2)nc2c1CCC2 ?
Cdc42 wt GTP: 96; Rac1 act GTP bind: 96; ABCB1 block: 0.4; Rab2 wt GTP: 95; ABCG2 inh: 1; Rac1 wt GTP bind: 98; GSH fluor: 20; HRas wt GTP: 97; Avidin bead fluor: 5; Rab7 wt GTP bind: 101

What do the screens show for `Cc1cc2nc(-c3ccc4c(c3)CCC4)ccn2n1`?
Cdc42 wt GTP: 94; Rac1 act GTP bind: 95; ABCB1 block: 0.0; Rab2 wt GTP: 94; ABCG2 inh: 0; Rac1 wt GTP bind: 96; GSH fluor: 13; HRas wt GTP: 95; Avidin bead fluor: 6; Pf gametocyte: 25; Rab7 wt GTP bind: 101

What do the screens show for `CCOC(=O)C1(CCCc2ccccc2)CCN(C(=O)CCC2=NNC(=O)CC2)CC1`?
Cdc42 wt GTP: 99; Rac1 act GTP bind: 94; ABCB1 block: 0.2; Rab2 wt GTP: 99; ABCG2 inh: 8; Rac1 wt GTP bind: 95; GSH fluor: 10; HRas wt GTP: 99; Avidin bead fluor: 4; Pf gametocyte: -8; Rab7 wt GTP bind: 102

What do the screens show for `Cc1c(NC(=O)C(C)NCC2CCCO2)c(=O)n(-c2ccccc2)n1C` (stereo not drawn)?
Cdc42 wt GTP: 104; Rac1 act GTP bind: 99; ABCB1 block: 0.1; Rab2 wt GTP: 99; ABCG2 inh: 12; Rac1 wt GTP bind: 107; GSH fluor: 28; HRas wt GTP: 101; Avidin bead fluor: 15; Pf gametocyte: 10; Rab7 wt GTP bind: 102

Results for COc1ccc(O[C@@H]2O[C@H](COC(C)=O)[C@@H](OC(C)=O)[C@H](OC(C)=O)[C@H]2NC(C)=O)cc1 ?
Cdc42 wt GTP: 98; Rac1 act GTP bind: 98; ABCB1 block: 0.3; Rab2 wt GTP: 101; ABCG2 inh: 2; Rac1 wt GTP bind: 105; GSH fluor: 6; HRas wt GTP: 102; Avidin bead fluor: 1; Pf gametocyte: -19; Rab7 wt GTP bind: 100

How did Cc1ccc(NCC(=O)N/N=C\c2cccc(O)c2)cc1 do in these assays?
Cdc42 wt GTP: 95; Rac1 act GTP bind: 95; ABCB1 block: 0.6; Rab2 wt GTP: 98; ABCG2 inh: 4; Rac1 wt GTP bind: 99; GSH fluor: 26; HRas wt GTP: 98; Avidin bead fluor: 10; Pf gametocyte: 14; Rab7 wt GTP bind: 98

How did Cc1cc(C(C)(C)C)oc1C(=O)OCC(=O)NC1CCCCC1 do in these assays?
Cdc42 wt GTP: 92; Rac1 act GTP bind: 92; ABCB1 block: 0.5; Rab2 wt GTP: 95; ABCG2 inh: 4; Rac1 wt GTP bind: 96; GSH fluor: 9; HRas wt GTP: 94; Avidin bead fluor: 25; Pf gametocyte: 19; Rab7 wt GTP bind: 96

Results for C/C(CC(=O)Nc1ccc(Cl)cc1Cl)=N\NC(=O)c1ccco1 ?
Cdc42 wt GTP: 103; Rac1 act GTP bind: 102; ABCB1 block: 0.4; Rab2 wt GTP: 100; ABCG2 inh: 8; Rac1 wt GTP bind: 102; GSH fluor: 13; HRas wt GTP: 102; Avidin bead fluor: 4; Pf gametocyte: -5; Rab7 wt GTP bind: 99

For convenience, two of the compounds above:
How did Cc1cc(C(C)(C)C)oc1C(=O)OCC(=O)NC1CCCCC1 do in these assays?
Cdc42 wt GTP: 92; Rac1 act GTP bind: 92; ABCB1 block: 0.5; Rab2 wt GTP: 95; ABCG2 inh: 4; Rac1 wt GTP bind: 96; GSH fluor: 9; HRas wt GTP: 94; Avidin bead fluor: 25; Pf gametocyte: 19; Rab7 wt GTP bind: 96

Results for C/C(CC(=O)Nc1ccc(Cl)cc1Cl)=N\NC(=O)c1ccco1 ?
Cdc42 wt GTP: 103; Rac1 act GTP bind: 102; ABCB1 block: 0.4; Rab2 wt GTP: 100; ABCG2 inh: 8; Rac1 wt GTP bind: 102; GSH fluor: 13; HRas wt GTP: 102; Avidin bead fluor: 4; Pf gametocyte: -5; Rab7 wt GTP bind: 99
